PGK inhibitor – qHTS Assay to Find Inhibitors of Phosphoglycerate Kinase | PGK/GAPDH coupled, Kinase-Glo luminescence, 60 min | Potency, µM (titrated, usually from 57.5 µM), for the others: at the top dose activity change, negative = inhibition, actives largely listed as inhibitors | hit rate 0.043% among 380,000 | AID 602233, 2012; also: potency is read from the fitted curve at half-maximal effect; % is scaled to controls: 0 for no effect and ±100 for the full control effect; nearly all actives have a fitted effect of over 60% in size
Target sequence (P07378 whole entry, looked up): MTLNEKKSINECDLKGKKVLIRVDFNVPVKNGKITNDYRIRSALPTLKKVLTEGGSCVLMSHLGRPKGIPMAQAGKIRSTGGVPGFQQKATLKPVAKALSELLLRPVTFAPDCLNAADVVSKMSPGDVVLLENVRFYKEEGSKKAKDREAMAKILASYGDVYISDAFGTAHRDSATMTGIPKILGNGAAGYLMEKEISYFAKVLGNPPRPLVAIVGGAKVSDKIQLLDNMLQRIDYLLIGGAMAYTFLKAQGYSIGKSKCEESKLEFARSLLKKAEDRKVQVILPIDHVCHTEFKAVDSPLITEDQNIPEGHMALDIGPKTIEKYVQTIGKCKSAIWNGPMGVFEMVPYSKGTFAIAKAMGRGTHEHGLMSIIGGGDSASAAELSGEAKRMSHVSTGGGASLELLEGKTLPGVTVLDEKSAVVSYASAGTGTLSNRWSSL
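Recombinant glycosomal PGK reaction used 1,3-bisphosphoglycerate generated in-well by GAPDH (100nM final) in 100mM TEA pH 7.6, 5mM MgCl2, 0.01% Tween-20. After 60 minutes at room temperature, ATP was read by Kinase-Glo Plus luminescence end-point.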
Pin1 inhibitor – qHTS Assay to Find Inhibitors of Pin1; Peptidyl-prolyl cis-trans isomerase NIMA-interacting 1 (Homo sapiens), Q13526; Pin1 FP peptide displacement, HiFluor488, 10 min; Potency, µM (series often up to 115 µM), inactives show at the highest dose activity, negative = inhibition, actives largely listed as inhibitors; hit rate 0.009% among 390,000; active = well fitted inhibition curve with a large enough effect in the polarisation, with a control signal flat, not every such curve was filed as active; inconclusive = small, poorly fitted or top-dose-only effect, or effect the other way, or a change in a side signal; inactive = no such curve, though single readings can be large or run the other way; the % refers to the polarisation; also: potency is read from the fitted curve at half-maximal effect; % is scaled to controls: 0 for no effect and ±100 for the full control effect
Target sequence (Q13526 whole entry, looked up): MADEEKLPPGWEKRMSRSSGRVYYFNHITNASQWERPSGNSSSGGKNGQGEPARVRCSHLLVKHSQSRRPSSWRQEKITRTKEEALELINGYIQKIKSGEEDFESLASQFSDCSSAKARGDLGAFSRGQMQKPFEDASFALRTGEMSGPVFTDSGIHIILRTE
HP1b binding inh – HTS for Inhibitors of HP1-beta Chromodomain Interactions with Methylated Histone Tails | Potency, µM (doses to about 114 µM), for the others: at the top dose activity change, negative = inhibition, actives largely listed as inhibitors | AID 540317, 2011 | hit rate 0.56% among 390,000 | AlphaScreen HP1-beta / biotin-H3K9me3 peptide binding; also: potency is read from the fitted curve at half-maximal effect; nearly all actives have a fitted effect of over 70% in size; inactives centre near 23
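AlphaScreen: HP1-beta (50 nM) preformed 30 min with biotin-H3(1-18)K9me3 peptide (50 nM) in PBS pH 7.4, 0.01% Tween-20. Compound added for 30 min at RT, then streptavidin donor/nickel chelate acceptor beads (10 ug/mL) for 30 min.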
PI4K2A block – qHTS for small molecular inhibitors of PI4K2A. Phosphatidylinositol 4-kinase type 2-alpha (Homo sapiens), Q9BTU6. purified PI4K2A, ADP-Glo luminescence, 1 h; active compounds read low. activity change, negative = inhibition, % at 76.9 µM. hit rate 0.13% among 420,000. AID 1346378, 2018; in the data active = activity change below about -50%; inconclusive = mostly about -30% to -49%;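 also: -100% = wells without enzyme as full effect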
Target sequence (Q9BTU6 whole entry, looked up): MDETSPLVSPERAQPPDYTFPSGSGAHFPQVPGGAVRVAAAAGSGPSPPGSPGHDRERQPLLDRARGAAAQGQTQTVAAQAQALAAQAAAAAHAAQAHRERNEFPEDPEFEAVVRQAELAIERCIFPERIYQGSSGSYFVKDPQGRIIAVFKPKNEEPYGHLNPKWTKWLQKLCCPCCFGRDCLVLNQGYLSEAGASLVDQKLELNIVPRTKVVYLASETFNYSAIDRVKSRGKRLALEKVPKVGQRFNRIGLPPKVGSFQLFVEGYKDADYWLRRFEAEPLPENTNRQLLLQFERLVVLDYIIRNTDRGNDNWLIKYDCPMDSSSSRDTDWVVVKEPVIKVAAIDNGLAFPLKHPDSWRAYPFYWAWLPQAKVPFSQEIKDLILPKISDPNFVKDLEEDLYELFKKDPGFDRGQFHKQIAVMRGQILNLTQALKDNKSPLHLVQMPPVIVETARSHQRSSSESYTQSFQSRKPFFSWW
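Compounds are screened against recombinant PI4K2A using PI as substrate and ATP, the latter dispensed at 300 microM. Reactions run one hour at ambient temperature before ADP-Glo detection; full inhibition defined by wells lacking enzyme.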
BAZ2B block – qHTS Assay for Inhibitors of BAZ2B | Potency, µM (doses to about 114 µM), without a hit: at the highest dose activity change, negative = inhibition, usual class: inhibitors | hit rate 4.4% among 360,000 | AlphaScreen BAZ2B-H3K14Ac peptide displacement | AID 504333, 2011 | Bromodomain adjacent to zinc finger domain protein 2B (Homo sapiens), Q9UIF8; also: potency is read from the fitted curve at half-maximal effect; % is scaled to controls: 0 for no effect and ±100 for the full control effect; nearly all actives have a fitted effect of over 60% in size
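BAZ2B (50 nM) with biotin-H3(5-23)K14Ac peptide (50 nM) in PBS pH 7.4, 0.01% Tween-20, preformed 30 min, then compound 30 min at room temperature; top concentration 110uM. AlphaScreen streptavidin donor/nickel chelate acceptor beads (10 ug/mL final), 20 min dark, signal read.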
GLS inh – qHTS for Inhibitors of Glutaminase (GLS) | GLS enzymatic activity, qHTS titration | Potency, µM (highest dose often 45.5 µM), for the others: top-dose activity change, negative = inhibition, usual class: inhibitors | hit rate 0.21% among 410,000; also: potency is read from the fitted curve at half-maximal effect; % is scaled to controls: 0 for no effect and ±100 for the full control effect
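Enzyme dispensed in phosphate buffer (45 mM, pH 8.2, 0.02% Tween-20), compounds pinned in, then 1 mM L-glutamine solution and the glutamate oxidase–HRP–Amplex Red mix added; fluorescence read immediately and again after 30 min at room temperature.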
G9a block – qHTS Assay for Inhibitors of Histone Lysine Methyltransferase G9a; G9a H3K9 monomethylation, AlphaScreen, 2 h; Potency, µM (highest dose often 102 µM), for the others: top-dose activity, negative = inhibition, actives largely listed as inhibitors; hit rate 8.8% among 350,000; AID 504332, 2011; also: potency is read from the fitted curve at half-maximal effect; % is scaled to controls: 0 for no effect and ±100 for the full control effect; nearly all actives have a fitted effect of over 75% in size
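Enzyme 20 nM + cpd, 15 min RT; add b-H3K9 pep 500 nM / SAM 20 uM; 2 h RT; anti-H3K9me1 Ab 0.5 ug/mL + SA donor / anti-rabbit acceptor beads 20 ug/mL each, 10 min; AlphaScreen read.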
Pol eta inh – qHTS for Inhibitors of Polymerase Eta | recombinant Pol eta, fluorescent DNA replication assay | Potency, µM (titrated, usually from 114 µM), for the others: top-dose activity change, negative = inhibition, actives largely listed as inhibitors | hit rate 1.2% among 390,000 | AID 588591, 2011; also: potency is read from the fitted curve at half-maximal effect; % is scaled to controls: 0 for no effect and ±100 for the full control effect
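Fluorescent replication assay: 50 nM final substrate added after a 15 min room-temperature compound preincubation with 10 nM enzyme. Signal taken at 0 min and again at 10 min.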
JMJD2A Tudor inh – qHTS Assay for Inhibitors of JMJD2A-Tudor Domain; Lysine-specific demethylase 4A (Homo sapiens), O75164; AlphaScreen JMJD2A-Tudor / H3K4me3 peptide binding; Potency, µM (titrated, usually from 114 µM), for inactives: top-dose activity change, negative = inhibition, actives largely listed as inhibitors; hit rate 4.4% among 390,000; AID 504339, 2011; also: potency is read from the fitted curve at half-maximal effect; % is scaled to controls: 0 for no effect and ±100 for the full control effect; nearly all actives have a fitted effect of over 50% in size
An asterisk follows results filed as active; i = inactive; ? = inconclusive; / = not tested or not shown; [ ] = dose if it differs, or a comment. Unless noted, calls follow the shape of the dose curve; as a rule, active = well fitted curve in the direction sought with a large enough effect; inconclusive = small, poorly fitted or top-dose-only effect, or another doubt; inactive = no such curve, though single readings can be large; an effect the other way counts as inactive or inconclusive. The list is partial; count on the stated rates, not on these rows.

Each structure is followed by: PGK inhibitor | Pin1 inhibitor | HP1b binding inh | PI4K2A block | BAZ2B block | GLS inh | G9a block | Pol eta inh | JMJD2A Tudor inh
CCN(CC)S(=O)(=O)c1ccc(N2CCOCC2)c(NC(=O)c2nn(C(C)C)c(=O)c3ccccc23)c1
  -9% | / | / | 1 | / | 8% | / | -4% | /
COc1ccccc1CNC(=O)COC(=O)Cc1ccc(Br)cc1
  -9% | 3% | 26% | -8 | / | 7% | / | -13% | -10%
CCC1CCCCN1S(=O)(=O)c1ccc2[nH]c(=O)ccc2c1 (centres undefined)
  -16% | 3% | 11% | -4 | ? | -1% | / | 50µM* | -18%
CCOc1ccc(-c2nnn(CC(=O)NCc3ccccc3)n2)cc1
  4% | 5% | 13% | 1 | 3% | 8% | 19% | -4% | -7%
COc1cc(/C=C/c2cc[n+](C)cc2)ccc1OCC(=O)Nc1ccc(Cl)c(Cl)c1
  i | ? | 15% | -3 | ? | -14% | ? | 89µM* | -13%
COc1ccc(Cl)cc1NC(=O)C(C)N1CCc2ccccc21 (centres undefined)
  -5% | 6% | 2% | 4 | / | 0% | ? | -10% | ?
COc1ccc2oc(-c3ccccc3)c(C(=O)N3CCOCC3)c2c1
  0% | 6% | 23% | 3 | 15% | 2% | 27%[59 µM] | ? | -3%
O=C(COc1cc2oc(=O)c3c(c2cc1Cl)CCC3)NCCCn1ccnc1
  -4% | -4% | 53%[activator] | 5 | -36% | -9% | -6% | -7% | 18%
COc1cc(C2C(=O)N(C3CCCCC3)CC(=O)N2C2CCCCC2)ccc1OC(C)C (centres undefined)
  -7% | -1% | -9% | -3 | 4% | 1% | -2%[59 µM] | -17% | -17%
O=C(Cn1cc2c(n1)CCCC2)NCc1cccs1
  -14% | -4% | 20% | 2 | -4% | -4% | ? | 3% | -14%
C[C@@H]1CCCCO[C@@H](CN(C)Cc2ccc(Cl)c(Cl)c2)[C@@H](C)CN([C@H](C)CO)C(=O)c2cc(NC(=O)CCC(F)(F)F)ccc2O1
  4% | / | / | -8 | / | 2% | / | -22% | /
CCN(CC)C(=O)c1sc(N)c(C#N)c1C
  i | 2% | -4% | 4 | 16% | 30% | ? | -11% | -5%
O=C(Cn1nc(Cl)nc1Cl)c1ccc(F)cc1
  -1% | 4% | 35% | -2 | -34% | 1% | / | -6% | 13%
Cc1nn(CC(=O)N2CCc3ccccc32)c(C)c1S(=O)(=O)NC(C)(C)C
  -7% | -9% | 24% | -2 | / | 0% | / | -19% | 0%
Cc1nn(C)c(C)c1S(=O)(=O)N(CC(=O)NCCCN1CC(C)CC(C)C1)c1ccc(C(C)C)cc1 (centres undefined)
  4% | -2% | 20% | 0 | -13% | 2% | ? | 6% | -4%
COc1cc(OC)cc(C(=O)NNC(=O)CCC(=O)c2cc(C)sc2C)c1
  i | 0% | 27% | 4 | / | 4% | / | -24% | -7%
CN1CCN(C(=O)C2CC(c3ccc(F)cc3)=NO2)CC1 (centres undefined)
  2% | -1% | 34% | 0 | ? | -3% | -41% | -4% | -14%
C#C[C@]1(O)CCC2C3CCC4=CC(=O)CC[C@@H]4C3CC[C@@]21C (some centres undefined)
  -8% | 3% | 22% | 2 | 0% | -8% | -7%[12.7 µM] | -19% | -4%
Cc1ccc(S(=O)(=O)c2cn(Cc3ccccc3F)c3cc4c(cc3c2=O)OCO4)cc1
  -3% | 21% | 46%[activator] | -3 | 2% | -15% | -2%[59 µM] | 5% | -6%
Cc1ccc(CS(=O)(=O)c2nsc(C)c2C#N)cc1
  -9% | -5% | 40%[activator] | 0 | -2% | -4% | 11% | -12% | 6%
O=C(CCN1C(=O)S/C(=C\c2ccccc2)C1=O)NCCCn1ccnc1
  -2% | 0% | 36% | 4 | -26% | -1% | -23%[59 µM] | -3% | -22%
COc1cc(C(C)=O)ccc1OC(=O)CN1C(=O)c2ccccc2C1=O
  5% | -10% | 35% | 18 | -10% | 27% | 13% | 9% | -8%
Cc1cccc(C(=O)NCC(=O)NCC(c2ccco2)N2CCCCC2)c1 (centres undefined)
  0% | 1% | 44%[activator] | 1 | 9% | -13% | 14%[0.501 µM] | -8% | 2%
Cc1ccc2occ(CC(=O)N(Cc3ccc(N(C)C)cc3)C3CCS(=O)(=O)C3)c2c1 (centres undefined)
  -3% | -6% | -19% | 3 | 45µM* | 43%[activator] | 10µM* | -29% | ?
Cn1cc(/C=C(\NC(=O)c2ccccc2Cl)C(=O)NCCCN2CCOCC2)c2ccccc21
  -6% | -2% | 50%[activator] | -9 | -18% | 15% | 21% | -3% | -12%
Cc1nnc(SCC(=O)NCc2ccco2)[nH]c1=O
  -19% | ? | 13% | 2 | 2% | 3% | 50µM* | 32µM* | -31%
O=C(CN1CCN(c2ccccc2)CC1)c1ccc2cc[nH]c2c1
  -1% | -4% | 28% | 3 | 14% | 10% | 11µM* | 6% | -12%
Cc1cc2nc(N3C(=O)CNC3=S)sc2cc1C
  -3% | 31%[activator] | 29% | -1 | 45µM* | 0% | 1% | -12% | -20%
COc1cc(C(=O)COC(=O)c2ccc3c(c2)OCCO3)cc(OC)c1OC
  -4% | / | / | -4 | / | 0% | / | -8% | /
COCCn1c(C)cc(C2=NNC(=NC(C)(C)C)SC2)c1C
  2% | -1% | -9% | -3 | -33% | 4% | ? | -12% | ?
Cc1cc(C)n2nc(C(=O)N/N=C/c3cccs3)nc2n1
  -3% | -3% | 79%[activator] | -6 | -23% | -5% | 6% | -5% | -13%
CC(C)(C)NC(=S)NNC(=O)[C@H]1C[C@@H]1c1ccccc1
  2% | -4% | 40% | 4 | -2% | 11% | 13%[59 µM] | -16% | -12%
Cc1ccc(NC(=O)C2CCCN(S(=O)(=O)c3cnc[nH]3)C2)cc1C (centres undefined)
  10% | 7% | 22% | 3 | 8% | 1% | -8%[59 µM] | -8% | -32%
O=C(NCc1ccc(Cl)cc1)c1csc(-c2cccnc2)n1
  5% | 2% | -9% | -7 | -18% | 12% | -1% | -7% | ?
CCN(CC(=O)NCc1ccc(F)cc1)S(=O)(=O)c1ccc(Cl)s1
  -3% | 0% | 47%[activator] | -2 | / | 3% | / | -8% | 2%
Cc1ccc(C(=O)N[C@H](C(=O)Nc2sccc2C(N)=O)C(C)C)cc1
  i | -6% | 8% | 5 | -1% | 10% | 4%[59 µM] | -8% | -15%
CCCc1nc(SCC(=O)Nc2cc(C)on2)c2c(=O)n(C)c(=O)n(C)c2n1
  -7% | -2% | 44%[activator] | 2 | -1% | -6% | 6% | -5% | -6%
Cc1ccc(NC(NC(=O)c2ccccc2[N+](=O)[O-])C(Cl)(Cl)Cl)cc1 (centres undefined)
  10% | 8% | 11% | 2 | -2% | 14% | 8%[59 µM] | -10% | -20%
Cc1c(C(=O)N(C)c2ccccc2)oc2c1C(O)CC(C)(C)C2 (centres undefined)
  -1% | 3% | 72%[activator] | -1 | -21% | 2% | 67%[activator] | -12% | 19%
CC(OC(=O)c1ncc(Cl)c(Cl)c1Cl)C(=O)NC1(C#N)CCCCC1 (centres undefined)
  -7% | -4% | 22% | -5 | 5% | -4% | ? | -2% | -16%
CCOC(=O)C1=NOC(CNC(=O)C2=NOC(CNC(=O)c3c(-c4ccccc4Cl)noc3C)C2)C1 (centres undefined)
  3% | 6% | 16% | 2 | 2% | 1% | -6% | -4% | -7%
Cc1ccc(C)c(NC(=O)C2CCCN(S(=O)(=O)c3cccnc3)C2)c1 (centres undefined)
  3% | 8% | 27% | -3 | -11% | 6% | / | 1% | -4%
CCCCNC(=O)Cn1c(=O)cc(C)c2c(C)nn(-c3cccc(Cl)c3C)c21
  9% | -11% | 11% | 2 | -4% | -16% | 6%[59 µM] | -2% | -8%
O=C1NCCN1CCNS(=O)(=O)c1cc(C(F)(F)F)cc(C(F)(F)F)c1
  -3% | -7% | 52%[activator] | 8 | -8% | -2% | 36% | -20% | 1%
COc1ccc(Cn2c(CCC(=O)Nc3ccc(CC#N)cc3)nc3cccnc32)cc1
  -6% | 5% | 37% | 0 | -3% | 3% | -11%[59 µM] | -5% | -4%
CCC(=O)N1CCN=C1SCc1cccc(F)c1
  -3% | -2% | 12%[57 µM] | 4 | -2% | -1% | 1% | -6% | 1%
CN(C)CCNC(=O)CN1N=C(c2ccccc2)CCC1=O
  -5% | 0% | 53%[activator] | -1 | 9% | -2% | 3%[59 µM] | 11% | -2%
CCn1cc(Cl)c(C(=O)NNC(=O)CCn2nc(C)c([N+](=O)[O-])c2C)n1
  -11% | 3% | 33% | 0 | 2% | 1% | ? | -23% | -22%
COc1ccc(CCNC(=O)C2CCCN(S(C)(=O)=O)C2)cc1OC (centres undefined)
  / | -1% | 11% | 0 | 10% | 0% | 12%[59 µM] | 3% | -12%
CC1CC(=O)NN=C1c1cccs1 (centres undefined)
  4% | 5% | 25% | 1 | 2% | -1% | ? | -4% | -7%
CCN(CC(=O)NCc1cccs1)C(=O)/C=C/c1ccc(C)cc1
  -10% | -1% | 16% | -1 | -2% | 0% | 10%[12.7 µM] | -6% | -7%
COCc1ccc2oc(C(=O)O)cc2c1
  i | 3% | 21% | -1 | ? | ? | ? | -17% | -16%[11.4 µM]

Bioassay records from PubChem BioAssay.
